B2AR arrestin = qHTS assay of beta-arrestin-biased ligands of beta2-adrenergic receptor; Potency, µM (series often up to 46.1 µM), inactives show at the highest dose activation, usual class: activators; AID 492947, 2010; beta-arrestin recruitment to beta2AR, cell-based reporter; actives 0.02% (n = 330,000);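 further: potency means the concentration at half of the fitted maximal effect; 0% = DMSO controls and full agonism = EC100 isoproterenol or metaproterenol; nearly all actives have a fitted effect of over 65% in size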
p53 reactivator = qHTS assay for re-activators of p53 using a Luc reporter | Potency, µM (series often up to 92.2 µM), inactives show at the highest dose activity change, positive = activation, usual class: activators | actives 0.063% (n = 320,000) | H1299 p53-A138V BP100-luciferase reporter, luminescence, 24 h; further: potency means the concentration at half of the fitted maximal effect; % of control where 0% means no effect; nearly all actives have a fitted effect of over 45% in size
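p53-null H1299 cells stably carrying temperature-sensitive p53-A138V and a BP100-luciferase reporter were pinned with compounds (4-point, 1:5 series) and held 24 hrs at 37 deg C. Luminescence was read 10 min after detection reagent.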
MLL CXXC-DNA inh = qHTS Fluorescence Polarization Assay for Inhibitors of MLL CXXC domain - DNA interaction | Histone-lysine N-methyltransferase 2A (Homo sapiens), Q03164 | MLL-CXXC / FITC-HOXA9 DNA fluorescence polarization | Potency, µM (series often up to 115 µM), for the others: top-dose activity change, negative = inhibition, usual class: inhibitors | actives 0.037% (n = 290,000); active means well fitted inhibition curve with a large enough effect in the polarisation, with a control signal flat, not every such curve was filed as active; inconclusive means small, poorly fitted or top-dose-only effect, or effect the other way, or a change in a side signal; inactive means no such curve, though single readings can be large or run the other way; the % refers to the polarisation; further: potency means the concentration at half of the fitted maximal effect
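Steps: dispense CXXC domain solution (7 uM) → pin compounds or unlabeled HOX-A9 DNA control → 5 min ambient → add FLSN-HOX-A9 solution (50 nM) → spin → 30 min ambient → fluorescence polarization. Tris pH 7.5/NaCl/DTT/BSA buffer.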
PTAP TSG101 blk = qHTS Assay for Iinhibitors of HIV-1 Budding by Blocking the Interaction of PTAP/TSG101; Fluorescence polarization, FITC-PTAP peptide / Tsg101 binding; Potency, µM (top dose mostly 115 µM), without a hit: top-dose activity change, negative = inhibition, usual class: inhibitors; 340,000 tested, under 10 active; active means well fitted inhibition curve with a large enough effect in the main read-out, with a control signal flat, not every such curve was filed as active; inconclusive means small, poorly fitted or top-dose-only effect, or effect the other way, or a change in a side signal; inactive means no such curve, though single readings can be large or run the other way; further: potency means the concentration at half of the fitted maximal effect; % of control where 0% means no effect
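Fluorescence anisotropy tracks displacement of a FITC-tagged PTAP peptide (50 nM) from the Tsg101 binding domain (10 uM), following a 20 min room-temperature incubation at pH 7.5.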
TCR act = Activators of T cell receptors: qHTS campaign; 330,000 tested, under 10 active; Potency, µM (highest dose often 9.22 µM), for inactives: at the top dose activation of IL-2 secretion, actives largely listed as activators; primary human leukocytes, anti-CD3, IL-2 HTRF, 48 h; further: % of control where 0% means no effect
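IL-2 produced over 48 hr by a-CD3 bead-stimulated primary human leukocytes exposed to compounds was detected with a homogeneous time-resolved FRET immunoassay, 665nm acceptor signal after 320nm excitation.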
ELG1 repair inh = qHTS screen for small molecules that inhibit ELG1-dependent DNA repair in human embryonic kidney (HEK293T) cells expressing luciferase-tagged ELG1 | HEK293T ELG1-luciferase reporter, luminescence, 16 h; DNA damage induced by 5-fluorouridine | actives 2.3% (n = 330,000) | Potency, µM (highest dose often 46.1 µM), for the others: at the highest dose activity change, negative = inhibition, most hits filed as inhibitors; further: potency means the concentration at half of the fitted maximal effect; on the % scale 0 is the no-effect control and ±100 the full control effect; nearly all actives have a fitted effect of over 55% in size
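Cells (2,000 per well) received 5-fluorouridine plus test compound or DMSO and were incubated 16 hr at 37 °C, 5% CO2. Luciferase activity was read by luminescence 30 min after ONE-Glo addition; signal suppression marked inhibition of damage-induced ELG1 function.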
BRCA1 expr up = qHTS Assay to Identify Small Molecule Activators of BRCA1 Expression | MCF7-BRCA1-FFLuc reporter, luminescence, 48 h; response scale: scaled: vehicle 0%, 10 µM genistein 100% | Potency, µM (top dose mostly 46.1 µM), for the others: top-dose activation, hits mostly activators | actives 1.1% (n = 380,000) | AID 624202, 2012; further: potency means the concentration at half of the fitted maximal effect; nearly all actives have a fitted effect of over 80% in size; some results filed as inactive show a strong effect at the top dose
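Quantitative HTS in MCF7 cells stably reporting BRCA1 expression via firefly luciferase. Compound treatment lasts 48 h at 37 °C in phenol-red free MEM. Activation is expressed relative to genistein at 10 microM and DMSO.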
TRPV1 ag = HTS Assay for Compounds that Act as Agonists of the Vanilloid Receptor 1 | Transient receptor potential cation channel subfamily V member 1 (Homo sapiens), Q8NER1 | TRPV1-expressing cells, Fluo-8 calcium influx, agonist mode | activation, % at 8.33 µM | actives 0.19% (n = 320,000); in the data active means activation above about 80%; inconclusive means between about 30% and that limit; further: 0% is about no effect
Target sequence (Q8NER1 whole entry, looked up): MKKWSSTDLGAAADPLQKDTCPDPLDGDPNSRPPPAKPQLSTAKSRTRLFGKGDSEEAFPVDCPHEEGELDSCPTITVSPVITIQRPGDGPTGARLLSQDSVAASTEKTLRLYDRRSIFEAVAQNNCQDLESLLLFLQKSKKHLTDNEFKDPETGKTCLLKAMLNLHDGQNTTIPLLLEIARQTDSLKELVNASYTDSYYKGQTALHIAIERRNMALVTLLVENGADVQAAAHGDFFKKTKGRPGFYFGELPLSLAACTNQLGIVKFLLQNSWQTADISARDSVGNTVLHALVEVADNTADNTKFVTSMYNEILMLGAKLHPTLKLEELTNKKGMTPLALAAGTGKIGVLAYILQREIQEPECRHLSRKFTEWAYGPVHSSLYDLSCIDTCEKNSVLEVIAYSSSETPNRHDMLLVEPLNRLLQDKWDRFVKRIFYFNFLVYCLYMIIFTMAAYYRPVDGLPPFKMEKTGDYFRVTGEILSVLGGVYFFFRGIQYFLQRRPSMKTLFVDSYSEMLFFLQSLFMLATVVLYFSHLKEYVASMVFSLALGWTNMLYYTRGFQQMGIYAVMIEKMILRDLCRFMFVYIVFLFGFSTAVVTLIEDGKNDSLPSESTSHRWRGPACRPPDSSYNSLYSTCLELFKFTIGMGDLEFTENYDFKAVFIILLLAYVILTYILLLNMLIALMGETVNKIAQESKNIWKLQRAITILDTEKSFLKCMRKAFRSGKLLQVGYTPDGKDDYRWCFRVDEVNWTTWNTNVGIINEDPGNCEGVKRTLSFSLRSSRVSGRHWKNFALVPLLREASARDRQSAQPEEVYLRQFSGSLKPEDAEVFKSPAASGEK
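Cells expressing TRPV1 were dye-loaded with Fluo-8 and read kinetically: 10 s baseline, 3 min after compound (agonist portion), then 2 min after EC20 capsaicin (allosteric enhancer portion). Calcium-bound dye fluorescence at 480/520 nm.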
a7 integrin act = qHTS for Activators of Integrin-Mediated Alleviation for Muscular Dystrophy | alpha7betagal myoblasts, beta-gal FDG fluorescence, 48 h | Potency, µM (highest dose often 38.3 µM), inactives show top-dose activation, actives largely listed as activators | actives 0.064% (n = 350,000) | AID 624291, 2012;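 further: potency means the concentration at half of the fitted maximal effect; 100% = response of the positive control SU9516; nearly all actives have a fitted effect of over 60% in size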
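Alpha7betagal+/- myoblasts (passage 13) were plated 16-24 hr, then exposed to compounds (1:260 dilution of DMSO stock) for 48 hours at 37C. After MPER lysis, β-galactosidase reporter activity was read as FDG fluorescence (ex 480/em 540) after 30 minutes.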
AT treatment = qHTS Assay for Identifying a Potential Treatment of Ataxia-Telangiectasia; […] A-T fibroblasts, KAP-1 phosphorylation AlphaLISA; neocarzinostatin DNA damage 30 min before lysis; Potency, µM (series often up to 57.5 µM), for inactives: top-dose activation, most hits filed as activators; actives 0.19% (n = 320,000); AID 485349, 2010; further: potency means the concentration at half of the fitted maximal effect; % of control where 0% means no effect; nearly all actives have a fitted effect of over 45% in size
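ATM-like activity read as KAP-1 phosphorylation via AlphaLISA donor/acceptor antibody pairs after lysis and 6 hr at 25C. Cells were ATM-null patient fibroblasts ([…], hTERT), dosed 60 min, then exposed to the DSB inducer NCS for 30 min.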
Starred values were filed as active, the others as inactive; ? = inconclusive; . = not tested or not shown; & = joins results of further samples; [ ] = dose if it differs, or a comment. Unless noted, the call rests on the fitted dose curve; in most records, active means well fitted curve in the direction sought with a large enough effect; inconclusive means small, poorly fitted or top-dose-only effect, or another doubt; inactive means no such curve, though single readings can be large; an effect the other way counts as inactive or inconclusive.

SMILES | B2AR arrestin | p53 reactivator | MLL CXXC-DNA inh | PTAP TSG101 blk | TCR act | ELG1 repair inh | BRCA1 expr up | TRPV1 ag | a7 integrin act | AT treatment
CCc1ccc(NC(=O)CCc2ccc(CC)o2)cc1 | 0.4% | 7% | -5% | -1% | 2% | 1% | 29% | 22 | -8% | -5%
CC1Sc2ccc(C(=O)Nc3ncccc3O)cc2NC1=O (stereo not given) | -0.3% | ? | . | -4% | 7% | ? | -3% | 0 | 15% | ?
COc1ccc(/C=C/C(=O)NCC(=O)N2CCC(N(C)CCN3CCOCC3)CC2)cc1OC | -0.3% | 0% | 7% | 0% | 2% | 9% | -1% | 1 | 3% | -1%
CN(C)c1ccc(-c2noc(-c3ccccc3O)n2)cc1 | -0.7% | 7.1µM* | -9% | -2% | 0% | ? | -62% | 1 | 1% | 6%
COc1cccc(Cl)c1NC(=O)N1CCc2c([nH]c3ccccc23)C1C(F)(F)F (stereo not given) | 0.0% | 5% | -9% | -1% | 5% | ? | -72% | 5 | -24% | -3%
Nc1nc2c(ncn2COC(CO)CO)c(=O)[nH]1 | -0.9% | -4% | 3% | 0% | 2% | 0% | 5%&16% | 3 | . | 9%
CCCc1nc(SCC(=O)N2CCC(Cc3ccccc3)CC2)c2c(=O)n(C)c(=O)n(C)c2n1 | -0.1% | 3% | -6% | -3% | -4% | ? | -6% | 2 | 3% | 5%
C[C@H](CO)N1C[C@H](C)[C@@H](CN(C)C(=O)Nc2ccc(C(F)(F)F)cc2)Oc2ccc(NS(=O)(=O)c3ccc(F)cc3)cc2C1=O | 0.1% | -1% | . | -5% | 1% | -12% | -50% | . | -6% | 1%
C/C(=N/NC(=O)c1cccs1)c1cccs1 | -0.3% | 13% | 11% | -5% | 3% | ? | 3.5µM* | 14 | -1% | -3%
COc1ccc(/C(C#N)=C/c2ccccn2)cc1 | -0.9% | ? | 15% | -8% | 6% | ? | 2.8µM* | ? | 1% | 8%
CC(=O)NC(CC(=O)O)c1ccccc1 (stereo not given) | -0.4% | 0% | -29% | -3% | 4% | -13% | 5% | -2 | -2% | 1%
CCOC(=O)N1CCC(NCCNC(=O)c2ccco2)CC1 | -0.4% | -1% | -15% | -2% | -4% | -2% | -2% | -5 | 7% | -3%

Looked up above.
`C[C@H](CO)N1C[C@H](C)[C@@H](CN(C)C(=O)Nc2ccc(C(F)(F)F)cc2)Oc2ccc(NS(=O)(=O)c3ccc(F)cc3)cc2C1=O` – a7 integrin act = -6%
`C/C(=N/NC(=O)c1cccs1)c1cccs1` – AT treatment = -3%
`COc1ccc(/C=C/C(=O)NCC(=O)N2CCC(N(C)CCN3CCOCC3)CC2)cc1OC` – TCR act = 2%
`CN(C)c1ccc(-c2noc(-c3ccccc3O)n2)cc1` – a7 integrin act = 1%
`CCc1ccc(NC(=O)CCc2ccc(CC)o2)cc1` – ELG1 repair inh = 1%

Already shown: entries from further up.
SMILES | B2AR arrestin | p53 reactivator | MLL CXXC-DNA inh | PTAP TSG101 blk | TCR act | ELG1 repair inh | BRCA1 expr up | TRPV1 ag | a7 integrin act | AT treatment
C/C(=N/NC(=O)c1cccs1)c1cccs1 | -0.3% | 13% | 11% | -5% | 3% | ? | 3.5µM* | 14 | -1% | -3%
COc1ccc(/C(C#N)=C/c2ccccn2)cc1 | -0.9% | ? | 15% | -8% | 6% | ? | 2.8µM* | ? | 1% | 8%

(next part)
SMILES | B2AR arrestin | p53 reactivator | MLL CXXC-DNA inh | PTAP TSG101 blk | TCR act | ELG1 repair inh | BRCA1 expr up | TRPV1 ag | a7 integrin act | AT treatment
COc1ccc(/C=N/Nc2nnc(Cc3ccccc3)c(=O)[nH]2)cc1OC | -0.3% | 4% | -9% | -4% | -9% | ? | 0% | 0 | 3% | -1%
CCCCn1c(N)c(N(CCOC)C(=O)c2cccc(OCc3ccccc3)c2)c(=O)[nH]c1=O | 0.4% | -5% | . | 1% | 5% | -9% | -5% | 0 | -14% | 11%
O=C(CN1CCCCCCC1)NC(=O)NC1CCCCC1 | -0.7% | 4% | 1% | -1% | 4% | ? | 73% | 14 | 13% | -1%
COc1ccc(CCNC(=O)CN2C(=O)COc3ccc(S(=O)(=O)N4CCOCC4)cc32)cc1OC | 0.1% | 2% | 2% | -1% | 6% | 3% | 0% | 2 | 5% | 4%
Cc1ccccc1OC(C)C(=O)Nc1ccc2c(c1)OCCO2 (stereo not given) | -0.7% | -3% | 7% | 0% | 0% | ? | 0% | ? | ? | 14%
CCC1CCCCN1CC(=O)c1c(C)[nH]c2ccccc12 (stereo not given) | -0.6% | -1% | 21% | -2% | 1% | -1% | -3% | 1 | 19% | 1%
Cc1ccc(-c2cc(C(=O)NCC(c3ccccc3)N(C)C)c3ccccc3n2)o1 (stereo not given) | -0.2% | 3% | . | 4% | 5% | -26% | -34% | . | -25% | 36%
CCCn1c2ccccc2c2cnn(CC(=O)NC3CCCCC3)c(=O)c21 | 0.1% | 3% | -9% | 1% | 1% | -4% | 1% | 11 | -28% | 4%
COc1ccccc1/C=C1\SC(=S)N(Nc2nc(C)cc(C)n2)C1=O | 1.0% | 7% | 3% | 2% | -7% | 1% | -12% | 2 | -11% | 0%
O=[N+]([O-])c1cc(/C=N/n2c(-c3ccncc3)n[nH]c2=S)ccc1Cl | -1.2% | 10% | -18% | 0% | -1% | 12% | -15% | -1 | -62%[inhibitor] | -4%
COc1ccc(C(C)=O)cc1CC(=O)Nc1cccc(S(=O)(=O)N2CCOCC2)c1 | 0.3% | -6% | . | -1% | -4% | -29% | -25% | 1 | 2% | -2%
CC(=O)Nc1ccc(NC(=S)Nc2ccccc2)cc1 | 0.3% | ? | 11% | 0% | -18% | 2% | 11% | 1 | 19% | 0%

Arranged by the number under TRPV1 ag (smallest number first): 3 of the compounds above
SMILES	TRPV1 ag
COc1ccc(C(C)=O)cc1CC(=O)Nc1cccc(S(=O)(=O)N2CCOCC2)c1	1
COc1ccccc1/C=C1\SC(=S)N(Nc2nc(C)cc(C)n2)C1=O	2
O=C(CN1CCCCCCC1)NC(=O)NC1CCCCC1	14

Next part
SMILES | B2AR arrestin | p53 reactivator | MLL CXXC-DNA inh | PTAP TSG101 blk | TCR act | ELG1 repair inh | BRCA1 expr up | TRPV1 ag | a7 integrin act | AT treatment
O=C(CN1C(=O)c2ccccc2S1(=O)=O)c1cccc(Br)c1 | -0.5% | 12% | 15% | -3% | 3% | 8% | 1% | 0 | 10% | -2%
O=c1c2c([nH]c3ccc(Br)cc13)CCCC2 | -0.3% | -6% | 0% | -2% | 6% | -9% | 0% | 8 | -4% | 0%
Cc1cc(C)c(C(=O)CN2C(=O)NC3(CCC(C)CC3)C2=O)cc1C (stereo not given) | -1.0% | 0% | 1% | 3% | 5% | 4% | -7% | -1 | 3% | -7%
CCCC(O)(c1ccc(OC)cc1)C(CN(C)C)c1ccccc1 (stereo not given) | 0.3% | 0% | -5% | -1% | -5% | -20% | -8% | 5 | -17% | -3%
Cc1ccccc1-c1noc(-c2cccs2)n1 | -0.4% | ? | -8% | 0% | 1%[46.1 µM] | ? | -4% | 7 | -14% | 23%
CC1(C)CC[C@@]2(C(=O)O)C(C1)C1=CCC3[C@@]4(C)CC[C@H](O)C(C)(C)C4CC[C@@]3(C)[C@]1(C)C[C@H]2O (stereo not given in full) | -0.1% | -4% | . | . | . | 16% | . | . | . | -4%
Cc1cc(NC(=O)C(=O)NCCN2CCN(S(C)(=O)=O)CC2)ccc1Br | 0.0% | -2% | 8% | 3% | -7% | ? | -7% | -2 | 6% | -4%
CCN1CC(=O)Nc2cc(S(=O)(=O)N3CCOCC3)ccc21 | 0.0% | 7% | 2% | -4% | 13% | 2% | -1% | 1 | 11% | 4%
Cc1ccc(S(=O)(=O)N(C(=N)N)c2nc(N(C)C)nc(N(C)C)n2)cc1 | -0.8% | 0% | 11% | . | . | -2% | . | -2 | . | -9%
N#Cc1c2c(c(NCCN3CCOCC3)n3c1nc1ccccc13)CCCC2 | 0.6% | -14% | 1% | -7% | -1% | -25% | -41% | 0 | -21% | -11%
